# Abeta rescue: compounds reversing amyloid beta toxicity in yeast. yeast expressing A-beta42, growth rescue, OD600, 48 h; response scale: 0% DMSO, 100% iron-clioquinol control. Potency, µM (highest dose often 46.1 µM), for the others: top-dose growth rescue, most hits filed as activators. hit rate 0.063% among 410,000. AID 1347071; note: potency is the fitted concentration of half-maximal effect; nearly all actives have a fitted effect of over 55% in size
#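 Yeast A-beta toxicity model in growth medium with pinned compounds, 48 h at 30 C; growth read as absorbance at 600 nm. Normalized to FeCl3/clioquinol equimolar mix (positive) and DMSO (negative).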
# DRD3 agonist: D3 dopamine receptor (human) agonism; hit rate 0.58% among 410,000; D3R DiscoveRx beta-arrestin cells, luminescence, 90 min; AID 652048; P35462; max activation, %; in the data active = max activation above about 30%; note: 0% is about no effect; mostly tested at two doses, the higher about 12 µM
#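 Agonist mode: compounds and dopamine controls were applied to plated cells for 90 min at 37 degrees C after an overnight attachment at 1500 cells/well. Luminescent read-out followed 30 - 60 minutes at room temperature with DiscoveRx detection reagent.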
# DRD3 antagonist: D3 dopamine receptor (human) antagonism | P35462 | D3R cells, DiscoveRx beta-arrestin luminescence, antagonist mode; stronger effect = lower value | max response, negative = inhibition, % | hit rate 2.5% among 360,000; in the data active = max response below about -50%; inconclusive = no clear call, values can overlap the other calls; note: % is set by controls: 0 for no effect and ±100 for the full control effect; mostly tested at two doses, the higher about 12 µM
#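 Cells expressing the human receptor were seeded at 1500 cells/well, incubated overnight at 37 degrees C in 5% CO2, then exposed to library compounds with dopamine controls for 90 minutes at 37 degrees C before luminescent detection.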
# aSyn yeast inh: inhibitors of alpha-synuclein toxicity in yeast; Potency, µM (titrated, usually from 46.1 µM), inactives show top-dose growth rescue (activation), actives largely listed as activators; AID 652106; Yeast expressing alpha-synuclein, growth rescue, BacTiter-Glo, 24 h; hit rate 0.14% among 370,000; note: potency is the fitted concentration of half-maximal effect; % of control where 0% means no effect; nearly all actives have a fitted effect of over 65% in size
#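 Rescue of yeast growth: cells expressing toxic alpha-synuclein, induced in galactose at OD600 0.02, incubated with compound 24 h at 30 C. ATP luminescence quantified growth; inhibitors of toxicity appear as activators.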
# TDP43 rescue: TDP-43 toxicity inhibition in yeast; Potency, µM (titrated, usually from 46.1 µM), inactives show top-dose growth rescue (activation), usual class: activators; hit rate 1.8% among 410,000; TDP-43 expressing yeast growth rescue, BacTiter-Glo, 24 h; AID 652104; note: potency is the fitted concentration of half-maximal effect; % of control where 0% means no effect; nearly all actives have a fitted effect of over 50% in size
#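 Growth rescue of TDP-43-toxic yeast measured as ATP luminescence (BacTiter-Glo). Cells grown to mid-log in raffinose, induced in galactose at OD600=0.02, exposed to compound 24 hr at 30 deg C.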
# EPAC2 antagonist: antagonists of human EPAC2. Potency, µM (doses to about 114 µM), without a hit: at the top dose activity, negative = inhibition, hits mostly inhibitors. hit rate 0.18% among 360,000. EPAC2 GEF exchange of Rap1B-BODIPY-GDP, fluorescence. Q8WZA2; note: potency is the fitted concentration of half-maximal effect; % is set by controls: 0 for no effect and ±100 for the full control effect; nearly all actives have a fitted effect of over 45% in size; many of its hits are not listed in these tables
# Target sequence (Q8WZA2 whole entry, looked up): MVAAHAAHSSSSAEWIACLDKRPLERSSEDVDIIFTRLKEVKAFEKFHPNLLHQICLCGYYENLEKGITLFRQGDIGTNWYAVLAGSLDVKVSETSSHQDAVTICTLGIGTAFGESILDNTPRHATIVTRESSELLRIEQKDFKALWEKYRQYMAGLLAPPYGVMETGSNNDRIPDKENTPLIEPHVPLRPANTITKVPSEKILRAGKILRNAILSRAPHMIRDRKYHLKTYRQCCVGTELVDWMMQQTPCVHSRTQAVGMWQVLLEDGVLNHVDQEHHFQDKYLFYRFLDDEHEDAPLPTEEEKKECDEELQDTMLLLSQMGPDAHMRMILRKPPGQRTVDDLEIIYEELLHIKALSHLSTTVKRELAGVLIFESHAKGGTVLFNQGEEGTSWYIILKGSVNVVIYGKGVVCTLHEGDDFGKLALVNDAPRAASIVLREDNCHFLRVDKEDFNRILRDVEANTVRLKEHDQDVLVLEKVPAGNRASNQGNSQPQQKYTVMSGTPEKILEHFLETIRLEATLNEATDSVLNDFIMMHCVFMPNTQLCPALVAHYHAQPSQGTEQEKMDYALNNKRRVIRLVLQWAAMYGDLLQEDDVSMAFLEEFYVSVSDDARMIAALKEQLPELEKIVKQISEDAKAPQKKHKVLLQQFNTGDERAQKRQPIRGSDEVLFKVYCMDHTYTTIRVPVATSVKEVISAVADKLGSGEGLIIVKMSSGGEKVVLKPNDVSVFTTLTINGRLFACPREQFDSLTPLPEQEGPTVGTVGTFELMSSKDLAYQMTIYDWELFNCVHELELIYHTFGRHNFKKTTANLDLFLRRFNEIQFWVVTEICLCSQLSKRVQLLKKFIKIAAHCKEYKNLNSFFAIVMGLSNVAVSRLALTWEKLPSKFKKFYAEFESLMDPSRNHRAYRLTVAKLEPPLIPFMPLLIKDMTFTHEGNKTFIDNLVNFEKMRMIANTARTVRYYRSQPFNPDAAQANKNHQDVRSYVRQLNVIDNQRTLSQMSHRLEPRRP
# EPAC2 ag: EPAC2 (human) agonism; Potency, µM (highest dose often 154 µM), for inactives: top-dose activation, usual class: activators; hit rate 0.079% among 360,000; EPAC2 activation, biochemical qHTS; response scale: 100% = 6.5 mM cAMP response; note: potency is the fitted concentration of half-maximal effect; nearly all actives have a fitted effect of over 50% in size
#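 Guanine nucleotide exchange by EPAC2 is measured as reduced fluorescence of BODIPY-GDP once it is released from 250 nM Rap1B. Plates are read kinetically for 30 min at room temperature; results are scaled to 6.5 mM cAMP.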
# FUS yeast rescue: FUS proteinopathy suppression in yeast; S. cerevisiae FUS-expressing, growth rescue, OD600, 24 h; Potency, µM (doses to about 76.6 µM), inactives show at the top dose growth rescue (activation), most hits filed as activators; hit rate 0.24% among 390,000;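 note: potency is the fitted concentration of half-maximal effect; plate controls were DMSO vehicle for no effect and reference control for full effect; nearly all actives have a fitted effect of over 55% in size; some results filed as inactive show a strong effect at the top dose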
#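 S. cerevisiae expressing FUS from galactose induction served as the toxicity model. Growth after 24hr at 30C, read as absorbance at 600 nm, indicates suppression of toxicity; compounds dosed at several concentrations.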
# An asterisk follows results filed as active; ? = inconclusive; · = not tested or not shown; [ ] = remark or other dose. Unless noted, calls come from the whole dose curve; as a rule, active = well fitted curve in the direction sought with a large enough effect; inconclusive = small, poorly fitted or top-dose-only effect, or another doubt; inactive = no such curve, though single readings can be large; an effect the other way counts as inactive or inconclusive. Only part of the results is shown. The share of hits here may be higher or lower than overall.
item	SMILES	Abeta rescue	DRD3 agonist	DRD3 antagonist	aSyn yeast inh	TDP43 rescue	EPAC2 antagonist	EPAC2 ag	FUS yeast rescue
1	COc1cccc(C2C3CN(C)CC=C3C(C#N)=C(N)C2(C#N)C#N)c1OC (stereo unspecified)	15%	0	?	-5%	-11%	-20%	19%	35%
2	COc1ccc(N2CCN(S(=O)(=O)c3ccc(-c4cc(C(F)(F)F)on4)s3)CC2)cc1	-7%	-5	·	·	10%	·	·	-1%
3	O=C(COC(=O)c1ccccc1-n1cnnn1)c1ccc(Br)cc1	-8%	5	4	2%	5%	-3%	-3%	-3%
4	COC(=O)CSc1nc2cc3c(cc2cc1C#N)OCO3	-2%	-10	?	-16%	-20%	-7%	4%	·
5	O=[N+]([O-])c1cccc(NN=Nc2ccccc2)c1	6%	-1	-13	-3%	14%	-8%	16%	24%
6	O=C1c2ccccc2C(=O)N1CC(=O)N1c2ccccc2Sc2ccccc21	19%	22	17	5%	-12%	7%	9%	34%
7	COc1ccccc1/C=C1\SC(=O)N(CCC(=O)NCCCn2ccnc2)C1=O	0%	-1	-14	-10%	21%	2%	13%	-1%
8	Cc1ccc(F)cc1NC(=O)CN1CCN(c2ccccn2)CC1	-5%	4	12	-1%	-9%	-3%	5%	3%
9	COc1ccc(OC)c(CNC(=O)CCCn2c(=O)c3cccn3c3cccnc32)c1	-13%	2	·	·	8%	·	·	17%
10	COCCN=C1N[C@@H](c2ccccc2)C(C(=O)OC)=C(C)N1Cc1ccccc1	13%	-19	2	0%	9%	-4%	5%	-12%
11	O=C(NC(=S)Nc1ccccn1)c1ccccc1	17%	0	7	24%	11%	1%	8%	-30%
12	Nc1c(Cl)ncnc1N1CCN(c2ncnc(Cl)c2N)CC1	-8%	-4	-6	-2%	-7%	22%[57.1 µM]	7%	-26%
13	CCOC(=O)N1CCC(NC(=O)c2cnn(-c3cccc(C)c3)c2C2CCN(C(=O)OC(C)(C)C)CC2)CC1	-14%	2	·	·	-5%	·	·	19%
14	COc1ccc(/C=C/C(=O)O)cc1S(=O)(=O)N1CCCc2ccccc21	1%	3	2	10%	-8%	-9%	-2%	22%
15	COc1ccc2c(c1)c1nc3n(c(=O)c1n2CC(=O)Nc1ccccc1)CCS3	0%	-2	13	-1%	6%	6%	10%	-11%

# Next entries:
item	SMILES	Abeta rescue	DRD3 agonist	DRD3 antagonist	aSyn yeast inh	TDP43 rescue	EPAC2 antagonist	EPAC2 ag	FUS yeast rescue
16	CC(C)(C)OC(=O)N1CCC(c2c(C(=O)N3CCN(c4ccccn4)CC3)cnn2-c2cccc(F)c2)CC1	-17%	-3	·	·	-5%	·	·	4%
17	CCOc1ccc(NCc2cccn2-c2nnc(N3CCC(C(=O)NCc4cccc(OC)c4)CC3)s2)cc1	3%	1	·	·	16%	·	·	40%
18	Cc1ccccc1NC(=O)CN1C(=O)C(C)(C)c2ccccc21	5%	2	·	·	21%	·	·	-2%
19	OCc1nc2nc(Cl)c(Cl)nc2[nH]1	3%	-1	-16	1%	-5%	-3%	8%	-17%
20	CCN(Cc1nc2ccccc2c(=O)[nH]1)C(=O)c1cccc(S(=O)(=O)N2CCc3ccccc32)c1	-4%	0	-4	-3%[1.84 µM]	-7%	-8%	19%	?
21	CC(C)OC(=O)CSc1nnc(Cc2ccccc2)n1C	-17%	0	-22	1%	-18%	-15%	-1%	?
22	O=C(CCc1ccccc1)N=C1SC2CS(=O)(=O)CC2N1c1cccc(F)c1 (stereo unspecified)	-12%	-3	-1	-4%	-22%	15%	-13%	18%
23	C=CCNC(=O)c1sc(=S)n(-c2ccc(C(=O)OCC)cc2)c1N	-8%	-33	-5	-14%	-9%	-3%	11%	4%
24	O=C(Cn1cnc2c(nnn2-c2ccc(F)cc2)c1=O)NCC1CCCO1 (stereo unspecified)	12%	5	-6	2%	7%	6%	-3%	·
25	CCC(C)(C)NC(=O)C(c1ccccc1Cl)N(C(=O)CCC(=O)Nc1cc(C)on1)C1CC1 (stereo unspecified)	-6%	-11	0	-4%	-12%	-9%	18%	18%
26	CC(=O)N1CCn2c3c(c(=O)c4cc(C)ccc42)CCC31 (stereo unspecified)	-2%	3	10	-2%	0%	11%	10%	41%
27	O=C(O)CCC(C(=O)O)N1C(=O)C2C3CCC(C3)C2C1=O (stereo unspecified)	-3%	-11	-3	-2%	6%	27%	12%	-15%
28	CC12CCC(=O)N1C(C(=O)Nc1ccccc1N1CCOCC1)CS2 (stereo unspecified)	-5%	5	5	6%	14%	5%	10%	21%
29	Cn1c(Cn2c(=O)sc3ccccc32)nnc1SCC(=O)N1CCOCC1	10%	5	5	0%	0%	7%	4%	-18%
30	CC(=O)NC1(C(F)(F)F)NC(=O)N(C2CCCCC2)C1=O (stereo unspecified)	-3%	6	-4	·	2%	5%	5%	-20%

# Further structures.
item	SMILES	Abeta rescue	DRD3 agonist	DRD3 antagonist	aSyn yeast inh	TDP43 rescue	EPAC2 antagonist	EPAC2 ag	FUS yeast rescue
31	CCOC(=O)CC(=O)CSc1nc2c(cc1C#N)CCCCCC2	-14%	0	-9	-3%	18%	9%	15%	11µM*
32	O=C(NC(=S)Nc1ccc(CN2CCOCC2)cc1)c1ccc(-c2ccc(Br)cc2)o1	10%	5	9	1%	-16%	-6%	7%	-5%
33	O=C(NCC1CCN(Cc2cccc(Cl)c2)CC1)Nc1ccc(Cl)cc1	-8%	-5	-61*	-10%	5%	-1%	9%	-10%
34	CCCCNC(=O)c1c[nH]c2ccc(S(=O)(=O)N3CCOCC3)cc2c1=O	-10%	-8	-20	1%	3%	7%	7%	2%
35	CC(C)NC(=O)N(C)C[C@H]1OCCCC[C@H](C)Oc2ccc(NC(=O)NC3CCCCC3)cc2C(=O)N([C@H](C)CO)C[C@@H]1C	-7%	-7	14	-2%	23%	-6%	-11%	23%
36	CCOC(=O)c1snc(C(=O)NC2CCCCC2)c1N	-27%	-1	8	-24%	30%	7%	18%	13%
37	COc1ccc2c(-c3ccc(S(N)(=O)=O)cc3)c(-c3ccc(S(C)(=O)=O)cc3)sc2c1	-12%	-15	?	2%	3%	2%	9%	41%
38	CCN(CC)C(=O)COc1coc(CN2CCN(c3ccccc3F)CC2)cc1=O	-4%	2	-5	-1%	0%	6%	4%	2%
39	COc1cc(NC2CCCCC2O)c2nc(-c3ccc(Cl)cc3)ccc2c1 (stereo unspecified)	17%	-3	1	-14%	8%	-4%	13%	?
40	Cc1occc1-c1nnc(SCC(=O)N2CCc3ccccc32)o1	-25%	-13	?	3%	-14%	13%	6%	26%
41	CC(C)C(=O)Nc1nnc(COc2ccc(Cl)cc2)s1	1%	4	6	1%	11%	0%	5%	14%
42	Cc1[nH]c2ccccc2c1SCC(=O)NC1CCCCC1	8%	0	14	5%	?	16%	5%	-7%
43	O=c1ccc(-c2ccccc2)nn1Cc1ccc(Cl)cc1	17%	2	16	?	20µM*	35µM*	9%	12%
44	Cc1cccc(Nc2sc(C(=O)c3ccc(Cl)cc3)c(N)c2C(N)=O)c1	4%	3	·	·	13%	·	·	0%
45	O=C(NCCN1CCOCC1)C1CCC(CNS(=O)(=O)c2ccccc2)CC1 (stereo unspecified)	10%	4	2	-4%	11%	1%	-2%	9%

# Random excerpt: 7 entries already listed
item	SMILES	Abeta rescue	DRD3 agonist	DRD3 antagonist	aSyn yeast inh	TDP43 rescue	EPAC2 antagonist	EPAC2 ag	FUS yeast rescue
10	COCCN=C1N[C@@H](c2ccccc2)C(C(=O)OC)=C(C)N1Cc1ccccc1	13%	-19	2	0%	9%	-4%	5%	-12%
4	COC(=O)CSc1nc2cc3c(cc2cc1C#N)OCO3	-2%	-10	?	-16%	-20%	-7%	4%	·
19	OCc1nc2nc(Cl)c(Cl)nc2[nH]1	3%	-1	-16	1%	-5%	-3%	8%	-17%
35	CC(C)NC(=O)N(C)C[C@H]1OCCCC[C@H](C)Oc2ccc(NC(=O)NC3CCCCC3)cc2C(=O)N([C@H](C)CO)C[C@@H]1C	-7%	-7	14	-2%	23%	-6%	-11%	23%
1	COc1cccc(C2C3CN(C)CC=C3C(C#N)=C(N)C2(C#N)C#N)c1OC (stereo unspecified)	15%	0	?	-5%	-11%	-20%	19%	35%
3	O=C(COC(=O)c1ccccc1-n1cnnn1)c1ccc(Br)cc1	-8%	5	4	2%	5%	-3%	-3%	-3%
31	CCOC(=O)CC(=O)CSc1nc2c(cc1C#N)CCCCCC2	-14%	0	-9	-3%	18%	9%	15%	11µM*

# More records:
item	SMILES	Abeta rescue	DRD3 agonist	DRD3 antagonist	aSyn yeast inh	TDP43 rescue	EPAC2 antagonist	EPAC2 ag	FUS yeast rescue
46	O=C(COC(=O)c1ccc(O)cc1)Nc1cccc(S(=O)(=O)NC2=NCCCCC2)c1	-3%	-17	0	-5%	-21%	3%	6%	23%
47	Cc1ccc(CNC(=O)C2CC(c3ccccc3[N+](=O)[O-])=NO2)cc1 (stereo unspecified)	-12%	-15	3	3%	?	-19%	3%	-4%
48	CC1(C(=O)NS(=O)(=O)C2CC2)CCCN(C(=O)c2ccc3c(c2)OCO3)C1 (stereo unspecified)	-4%	16	0	6%	0%	8%	-4%	-12%
49	CCCCN(C(=O)c1ccc(N2CCCC2=O)cc1)c1c(N)n(CCC)c(=O)[nH]c1=O	-21%	-4	-22	-18%	-14%	8%	4%	-12%
50	Cc1cc(C)n(-c2ncnc3c2oc2ccccc23)n1	-5%	-2	11	1%	?	4%	10%	-4%

# Entries of single compounds, looked up by structure.
# O=C(COC(=O)c1ccc(O)cc1)Nc1cccc(S(=O)(=O)NC2=NCCCCC2)c1 across the screens: Abeta rescue = -3%; DRD3 agonist = -17; DRD3 antagonist = 0; aSyn yeast inh = -5%; TDP43 rescue = -21%; EPAC2 antagonist = 3%; EPAC2 ag = 6%; FUS yeast rescue = 23%
# CCCCN(C(=O)c1ccc(N2CCCC2=O)cc1)c1c(N)n(CCC)c(=O)[nH]c1=O across the screens: Abeta rescue = -21%; DRD3 agonist = -4; DRD3 antagonist = -22; aSyn yeast inh = -18%; TDP43 rescue = -14%; EPAC2 antagonist = 8%; EPAC2 ag = 4%; FUS yeast rescue = -12%
# CC1(C(=O)NS(=O)(=O)C2CC2)CCCN(C(=O)c2ccc3c(c2)OCO3)C1 (stereo unspecified) across the screens: Abeta rescue = -4%; DRD3 agonist = 16; DRD3 antagonist = 0; aSyn yeast inh = 6%; TDP43 rescue = 0%; EPAC2 antagonist = 8%; EPAC2 ag = -4%; FUS yeast rescue = -12%
